TRPV1 agonist: human TRPV1 agonism; Q8NER1; TRPV1-expressing cells, Fluo-8 calcium influx, agonist mode; activation, % at 8.33 µM; 0.19% of 320,000 active; in the data active means activation above about 80%; inconclusive means between about 30% and that limit; further: 0% is about no effect
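Fluo-8 calcium influx in TRPV1-expressing cells, kinetic read (ex 480/em 520 nm). Compound added and read 3 min for agonist activity, followed by capsaicin at EC20 final and 2 min further read for enhancement.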
GALK inh: inhibitors of human galactokinase; P51570; Purified GALK, Kinase-Glo residual ATP luminescence; Potency, µM (series often up to 57.5 µM), without a hit: at the top dose activity change, negative = inhibition, most hits filed as inhibitors; 0.007% of 270,000 active; AID 1868; further: potency means the concentration at half of the fitted maximal effect; on the % scale 0 is the no-effect control and ±100 the full control effect
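ATP-depletion format; final 35 uM ATP, 100 uM D-galactose, 5 nM enzyme; pH 8.0 HEPES/Mg2+ buffer; 60 min RT; luminescence read 10 min after detection reagent.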
KCNH2 WT inh: KCNH2 (human, wildtype) channel inhibition; activity change, % at 1.84 µM; U2OS, BacMam KCNH2, thallium flux FluxOr; hits give low values; Q12809; 0.37% of 340,000 active;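 active means maximum activity change below -70%; inconclusive means maximum activity change between -70% and -50%; inactive means maximum activity change above -50%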; further: on the % scale 0 is the no-effect control and ±100 the full control effect
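U2OS cells transduced with wild-type KCNH2 virus are loaded with FluxOr dye for 45 min, and thallium flux is measured in kinetic reads before and after stimulation buffer. Rate constants are normalized to DMSO controls.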
CXXC DNA block: blocks binding of human MLL CXXC domain to DNA; Q03164; MLL-CXXC / FITC-HOXA9 DNA fluorescence polarization; Potency, µM (series often up to 115 µM), for inactives: at the top dose activity change, negative = inhibition, actives largely listed as inhibitors; 0.037% of 290,000 active; AID 2662; active means well fitted inhibition curve with a large enough effect in the polarisation, with a control signal flat, not every such curve was filed as active; inconclusive means small, poorly fitted or top-dose-only effect, or effect the other way, or a change in a side signal; inactive means no such curve, though single readings can be large or run the other way; the % refers to the polarisation; further: potency means the concentration at half of the fitted maximal effect
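Fluorescence polarization: 7 uM MLL-CXXC (stock) preincubated 5 min with compounds, then 50 nM fluorescein-HOX-A9 DNA (stock) added; 30 min ambient. Buffer 50 mM Tris-HCl pH 7.5, 50 mM NaCl, 1 mM DTT, 0.05% BSA.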
FBPA coupling cs: coupling enzyme interference in Giardia aldolase counter-screen; coupling enzyme system counterscreen, AmpLite Red fluorescence; activity change, negative = inhibition, % at 58.2 µM, hits read low; 0.67% of 290,000 active; in the data active means activity change below about -30%; further: on the % scale 0 is the no-effect control and ±100 the full control effect
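Final compound at 57.5 uM, incubated 10 min at RT with coupling enzyme reagent (glyceraldehyde-3-phosphate), then 20 min with substrate and AmpLite Red detection. Fluorescence read at 525/598 nm; tests interference with the coupling assay, not aldolase inhibition.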
ASM inhibitor: human S-ASM enzyme inhibition; P17405; placental ASM, HMU-PC fluorogenic substrate, 60 min; Potency, µM (titrated, usually from 57.5 µM), for the others: at the top dose activity change, negative = inhibition, hits mostly inhibitors; 0.006% of 340,000 active; further: potency means the concentration at half of the fitted maximal effect
Target sequence (P17405 47-631 limits assumed): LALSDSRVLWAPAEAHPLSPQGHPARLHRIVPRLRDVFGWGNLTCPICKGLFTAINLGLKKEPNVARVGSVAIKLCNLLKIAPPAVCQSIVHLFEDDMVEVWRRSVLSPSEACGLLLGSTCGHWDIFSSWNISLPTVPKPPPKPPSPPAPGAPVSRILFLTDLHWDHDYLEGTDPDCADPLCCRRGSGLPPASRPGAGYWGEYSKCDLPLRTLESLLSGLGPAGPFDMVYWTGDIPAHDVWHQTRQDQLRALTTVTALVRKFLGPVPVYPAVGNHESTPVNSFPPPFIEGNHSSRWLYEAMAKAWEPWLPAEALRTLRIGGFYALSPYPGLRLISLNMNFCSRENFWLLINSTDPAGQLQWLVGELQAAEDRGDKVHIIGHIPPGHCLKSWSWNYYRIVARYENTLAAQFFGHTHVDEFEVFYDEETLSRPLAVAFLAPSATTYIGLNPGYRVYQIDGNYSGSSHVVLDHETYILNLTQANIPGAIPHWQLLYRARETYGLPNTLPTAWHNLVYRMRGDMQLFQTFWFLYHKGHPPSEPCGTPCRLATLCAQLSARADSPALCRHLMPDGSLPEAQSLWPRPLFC
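qHTS format. ASM enzyme prepared from human placenta hydrolyses the fluorogenic substrate HMU-PC0 (9 uM final) over 60 min at 37 °C after a 10 min compound preincubation.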
MBNL1 CUG block: blocks human MBNL1 binding to CUG repeat RNA; Q9NR56; TR-FRET MBNL1-His/biotin-(CUG)12 binding, 665/545 ratio; Potency, µM (series often up to 57.5 µM), for the others: top-dose activity change, negative = inhibition, usual class: inhibitors; 0.036% of 280,000 active; active means well fitted inhibition curve with a large enough effect in the signal ratio, with a control signal flat, not every such curve was filed as active; inconclusive means small, poorly fitted or top-dose-only effect, or effect the other way, or a change in a side signal; inactive means no such curve, though single readings can be large or run the other way; the % refers to the signal ratio; further: potency means the concentration at half of the fitted maximal effect; on the % scale 0 is the no-effect control and ±100 the full control effect
Target sequence (Q9NR56 whole entry, looked up): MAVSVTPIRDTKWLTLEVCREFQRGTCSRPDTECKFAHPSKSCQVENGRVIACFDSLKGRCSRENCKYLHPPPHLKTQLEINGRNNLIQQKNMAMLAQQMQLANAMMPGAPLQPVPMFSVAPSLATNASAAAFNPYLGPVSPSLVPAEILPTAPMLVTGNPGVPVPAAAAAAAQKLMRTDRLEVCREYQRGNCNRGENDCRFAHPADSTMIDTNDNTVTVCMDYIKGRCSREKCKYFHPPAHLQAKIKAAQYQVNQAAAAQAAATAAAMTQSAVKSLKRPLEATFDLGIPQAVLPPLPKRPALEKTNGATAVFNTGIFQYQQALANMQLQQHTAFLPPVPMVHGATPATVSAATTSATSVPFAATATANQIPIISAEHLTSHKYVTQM
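TR-FRET between His-tagged MBNL1 and biotin-(CUG)12 RNA, detected with Tb anti-His antibody (0.055 ng/ul) and streptavidin-XL665 (5 nM), 60 min at room temperature. Compounds titrated 92 nM to 58 uM; 665/545 nm ratio normalized to buffer and complex controls.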
A-T KAP1 phos: candidate therapy for ataxia-telangiectasia | […] A-T fibroblasts, KAP-1 phosphorylation AlphaLISA; neocarzinostatin DNA damage 30 min before lysis | Potency, µM (series often up to 57.5 µM), for the others: at the highest dose activation, hits mostly activators | 0.19% of 320,000 active | AID 485349; further: potency means the concentration at half of the fitted maximal effect; % of control where 0% means no effect; nearly all actives have a fitted effect of over 45% in size
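hTERT-immortalized A-T patient fibroblasts ([…]), 500 cells/well in OPTI-MEM, 1% FBS, got compounds for 60 min, then NCS for 30 min at 37C. Lysates were then assayed for phospho-KAP-1 by AlphaLISA (anti-pKAP1 donor, anti-KAP1 acceptor beads), 6 hr at 25C.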
Integrin act MD: integrin-mediated muscular dystrophy alleviation activation | AID 624291 | Potency, µM (doses to about 38.3 µM), inactives show top-dose activation, most hits filed as activators | 0.064% of 350,000 active | alpha7betagal myoblasts, beta-gal FDG fluorescence, 48 h;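 further: potency means the concentration at half of the fitted maximal effect; 100% = response of the positive control SU9516; nearly all actives have a fitted effect of over 60% in size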
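Alpha7betagal+/- myoblasts (passage 13) were plated 16-24 hr, then exposed to compounds (1:260 dilution of DMSO stock) for 48 hours at 37C. After MPER lysis, β-galactosidase reporter activity was read as FDG fluorescence (ex 480/em 540) after 30 minutes.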
KCNH2 3.1 block: blocks the human KCNH2 3.1 channel isoform. U2OS KCNH2 3.1, thallium flux FluxOr; hits give low values. activity change, % (tested at about 1.8 µM). 0.95% of 340,000 active. AID 720553;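 active means maximum activity change below -70%; inconclusive means maximum activity change from -70% to -50%; inactive means maximum activity change above -50%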;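 further: thallium influx rate constant from kinetic fluorescence after stimulation buffer; on the % scale 0 is the no-effect control and ±100 the full control effect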
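U2OS cells transduced with KCNH2 3.1 mutant virus (1.77 x 10^8 /mL, 4 h), plated overnight at 37 C, loaded 45 min with FluxOr dye plus Red40 quencher. Thallium flux rate constant from kinetic reads after stimulation buffer, normalised to controls.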
* = called active by the depositor; u = inconclusive; x = not tested or not shown; [ ] = remark or other dose. Unless noted, the call rests on the fitted dose curve; in most records, active means well fitted curve in the direction sought with a large enough effect; inconclusive means small, poorly fitted or top-dose-only effect, or another doubt; inactive means no such curve, though single readings can be large; an effect the other way counts as inactive or inconclusive. No enrichment for hits; any-hit rate near 2%.

#	SMILES	TRPV1 agonist	GALK inh	KCNH2 WT inh	CXXC DNA block	FBPA coupling cs	ASM inhibitor	MBNL1 CUG block	A-T KAP1 phos	Integrin act MD	KCNH2 3.1 block
1	O=[N+]([O-])c1ccccc1N=Nc1c(O)[nH]c2ccc(F)cc12	x	x	6	x	x	-4%	x	x	28%	-16
2	CCSc1cnn(-c2ccccc2)c(=O)c1Cl	x	x	-7	x	x	0%	x	x	-56%[inhibitor]	-13
3	O=C(COC(=O)/C=C/c1cccc(F)c1)NC1CC1	x	x	-24	x	x	0%	x	-8%	18%	10
4	Clc1ccc(OCCOCCOc2cccc3cccnc23)c(Br)c1	-12	0%	-6	0%	1	-5%	x	-9%	23%	-5
5	CCOC(=O)c1[nH]c2ccc(F)cc2c1NC(=O)C(C)N1CCc2cc(OC)c(OC)cc2C1 (stereo not given)	23	-4%	-2	0%	-4	3%	-5%	0%	-17%	9
6	Cc1ccc(/C=C2\SC(=S)N(C3CCS(=O)(=O)C3)C2=O)cc1 (stereo not given)	2	6%	3	u	2	-2%	10%	-2%	-9%	8
7	COCCCC1CCN(Cc2cn[nH]c2-c2cc(OC)c(OC)c(OC)c2)CC1	-2	0%	15	-5%	1	-2%	0%	1%	-16%	-6
8	CN1C(=O)N(C)C(NC(=O)Nc2ccccc2)C1NC(=O)Nc1ccccc1 (stereo not given)	1	0%	-3	-5%	-2	3%	2%	2%	19%	7
9	COc1ccc(-c2ccc(-c3noc(C(C)C)n3)c(OC)n2)cc1	0	3%	-4	0%	-1	5%	17%	14µM*	0%	-5
10	O=S(=O)(Nc1ccc(N2CCCCC2)cc1)c1cccs1	u	5%	-13	-6%	-1	1%	-1%	20%	-47%[inhibitor]	-25
11	Cc1ccc(S(=O)(=O)NCCNc2ccc(Br)c(C)c2)cc1	x	x	2	x	x	-5%	x	9%	-31%	-10
12	CN(Cc1cccs1)C(=O)CN1CCN(S(=O)(=O)c2ccc3c(c2)OCCCO3)CC1	12	x	2	x	x	4%	x	-2%	-5%	-11
13	COc1ccc(S(=O)(=O)Nc2cccc(F)c2)cc1C	6	4%	-9	8%	2	-4%	-12%	0%[11.5 µM]	3%	-12
14	CC(CCc1ccccc1)NCc1ccc(Cl)cc1Cl (stereo not given)	9	4%	8	23%	-3	-1%	2%	u	-47%[inhibitor]	3
15	Cn1c(SCC(=O)NNC(=O)Cc2ccccc2)nnc1-c1ccccc1	-2	0%	6	15%	5	-1%	u	12%	3%	16
16	COc1ccc(/C=C/C(=O)N2CCN(C)CC2)cc1OC	-2	3%	6	2%	-3	2%	u	2%	0%	-16
17	COC(=O)c1ccc2c(=O)n(Cc3ccc(C(=O)NC(C)C)cc3)c(=S)[nH]c2c1	-1	3%	5	-1%	-1	12%	2%	-3%	6%	7
18	CC(C)(C)c1ccc(CSc2nnc(-c3ccccc3NC(=O)c3ccccc3)o2)cc1	-1	2%	4	12%	3	0%	-9%	10%	20%	5
19	Cc1nn(-c2ccccc2)c(C)c1NC(=O)COC(=O)c1cc(Br)ccc1O	-1	x	11	x	x	3%	x	8%	13%	5
20	CC(NC(=O)c1ccccc1)C(=O)NC1=NCCS1 (stereo not given)	-3	-1%	-3	1%	-1	-1%	-9%	3%	-11%[7.66 µM]	12
21	COC(=O)NNC(=S)Nc1ccc(Br)cc1	2	-2%	5	8%	0	0%	1%	0%	0%	-4
22	CC(=O)Nc1ccc(C(=O)OCC(=O)c2ccc(C)c([N+](=O)[O-])c2)cc1	-4	-1%	-5	12%	2	-5%	u	-2%	-17%	17
23	Cn1c(=O)c(NCCc2ccccc2)c2c3c(cccc31)C(=O)c1ccccc1-2	92*	0%	-70*	u	0	-18%	u	u	-47%[inhibitor]	-83*
24	CCN(C(=O)CN1CCCCC1)c1c(N)n(Cc2ccccc2)c(=O)[nH]c1=O	0	x	16	x	x	5%	x	4%	u	-1
25	Cc1cc(C)n2c(SCc3ccc(C#N)cc3)nnc2n1	0	0%	-5	-1%	1	0%	-14%	2%	-16%	2
26	CCOC(=O)N1CCN(C(=O)c2oc3ccc(S(=O)(=O)N4CC(C)CC(C)C4)cc3c2C)CC1 (stereo not given)	9	-2%	1	-9%	2	-3%	-6%	-1%	-6%	-14
27	[O-]C1=N/[N+](=C/c2ccc(Cl)c(Cl)c2)CC1	-1	-3%	10	10%	1	-4%	-1%	-1%	10%	1
28	Cc1cc(-c2nnc(CCC(=O)NCCc3ccccc3F)o2)no1	-6	3%	-3	-4%	2	-1%	-5%	-1%	8%	-9
29	Cc1cc(NC(=O)CSc2nnc(-c3ccco3)n2N)no1	x	x	34	x	x	1%	x	-16%	10%	-6
30	CCOC(=O)c1sc2nc(CC(=O)OC)nc(N3CCN(c4ccccn4)CC3)c2c1C	5	2%	24	-3%	-4	-20%	31%[activator]	3%	38%	-14
31	Cc1c(C)c2ccc(OCC(=O)N(C)C)c(C)c2oc1=O	0	-1%	-8	10%	-2	12%	17%	2%	-15%	2
32	CCOc1ccc(S(=O)(=O)N2CCC(C(=O)N3CCc4ccccc4C3)CC2)cc1	-2	2%	26	0%	2	-2%	-1%	11%	5%	-25
33	S=c1[nH]nc(Cc2ccc(Cl)cc2)o1	0	7%	4	-1%	5	2%	-1%	7%	30%	-5
34	Fc1ccccc1COc1cccc(/C=N/n2cnnc2)c1	-1	2%	-9	-1%	-1	-10%	13%	7%	-18%	-1
35	CC(C)[C@H](NC(=O)[C@@H]1Cc2ccccc2CN1)C(=O)Nc1ccc2c(c1)OCO2	-5	-4%	37	6%	x	5%	8%	6%	11%	-24
36	COc1ccc(C)cc1S(=O)(=O)N1CCN(c2ccccc2)CC1	3	1%	-4	-2%	3	-2%	1%	14%	-25%	25
37	COCc1c(C(=O)N2CCN(c3ncccn3)CC2)oc2ccccc12	10	x	-3	x	x	-7%	x	1%	u	2
38	CC1CCCCN1C(=O)CSc1nc2ccccc2[nH]1 (stereo not given)	7	3%	x	-4%	1	1%	-8%	1%	7%	-15
39	Cc1ccc(-c2nnn(CC(=O)Nc3ccc4nn(-c5ccccc5)nc4c3)n2)o1	0	-1%	-12	5%	1	-2%	4%	3%	15%	15
40	COc1cc(S(=O)(=O)NCc2ccncc2)c(OC)cc1Br	2	-3%	-5	7%	x	0%	-2%	-4%	-8%	-11
41	Cc1nnc(SCC(=O)NC2CCCCCC2)n1C	-5	6%	6	8%	0	6%	-4%	16%	9%	-7
42	C[C@H]1CN=C(N(C)C)N1CC1CCCC1	1	x	-4	x	x	0%	x	10%	9%	3
43	Cn1c(=O)n(C)c2cc(/C=C3/SC(=O)N(CC(=O)N4CCOCC4)C3=O)ccc21	1	x	4	-2%	-2	37%[activator]	u	-17%	-32%	-15
44	CC1CCN(C(=O)COc2ccc(S(=O)(=O)N3CCCC3)cc2)CC1	13	-4%	4	0%	0	0%	-10%	0%	0%	-20
45	CCOc1ccc(CCNC(=O)COC(=O)c2sccc2C)cc1OCC	-2	x	-11	x	x	-1%	x	11%	0%	-12
46	Nc1nc2c(s1)CC(c1ccccc1)CC2 (stereo not given)	10	2%	-2	8%	3	4%	3%	9%	6%	-2
47	Cc1ccc(OCC(=O)Nc2ccc(N3CCN(C(=O)c4ccc(C)cc4)CC3)cc2)cc1	14	-1%	-22	-11%	2	0%	-4%	-2%[11.5 µM]	7%	2
48	Cc1c(CNC(=O)c2c([N+](=O)[O-])cnn2C)cnn1C	0	6%	-2	0%	-2	6%	12%	-3%	2%	13
49	CCCS(=O)(=O)N1CCCC(c2nc(-c3ccc(OC)cc3)no2)C1 (stereo not given)	4	0%	-1	3%	1	-2%	-1%	3%	25%	15
50	CN(C)S(=O)(=O)c1ccc(N2CCCC2)c(C(=O)N2CCN(S(=O)(=O)c3cccc(F)c3)CC2)c1	2	x	-7	x	x	0%	x	-7%	-35%	-33
51	COc1ccccc1N1CCN(C2CC(=O)N(c3cccc(Br)c3)C2=O)CC1 (stereo not given)	4	0%	16	-10%	0	0%	1%	-9%	u	31
52	Cc1c(CN2CCC(n3nccc3NC(=O)CCc3ccccc3)CC2)cnn1C	1	1%	-13	7%	-2	-2%	-7%	8%	u	7
53	N#CC1(NC(=O)COc2ccc3ccc(=O)oc3c2)CCCCC1	2	x	-1	x	x	5%	x	-2%	-4%	0

Nos. 14 to 15, reprinted for reference:
#	SMILES	TRPV1 agonist	GALK inh	KCNH2 WT inh	CXXC DNA block	FBPA coupling cs	ASM inhibitor	MBNL1 CUG block	A-T KAP1 phos	Integrin act MD	KCNH2 3.1 block
14	CC(CCc1ccccc1)NCc1ccc(Cl)cc1Cl (stereo not given)	9	4%	8	23%	-3	-1%	2%	u	-47%[inhibitor]	3
15	Cn1c(SCC(=O)NNC(=O)Cc2ccccc2)nnc1-c1ccccc1	-2	0%	6	15%	5	-1%	u	12%	3%	16

Screens from PubChem BioAssay.
